Source: PubChem BioAssay
Vif inh: HIV Vif inhibition. HEK293T cells, Vif self-association by quenched fluorescence, imaging, 24 h. 0.35% of 340,000 active. inhibition, % at 7.49 µM; in the data active means inhibition above about 50%, passing the limit was not always enough; inconclusive means no clear call, values can overlap the other calls; inactive means below about 31%; further: some results filed as inactive read as strong as hits
ABCB6 inh 2: human ABCB6 transporter inhibition; K562-ABCB6 porphyrin accumulation, flow cytometry, 1 h; stronger effect = lower value; fluorescence ratio to DMSO, % at 10 µM; 0.19% of 360,000 active; AID 602162;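 active means fluorescence ratio to DMSO below 75%, the collection mean minus 3 SD; inconclusive means too few cells collected in the well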;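 further: signal is porphyrin accumulated inside mitochondria; 100% equals median channel fluorescence of DMSO control wells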
Glyco luc inh: blocks N-linked glycosylation in D54 reporter cells; D54 ERlucT glycosylation luciferase reporter, 24 h; percent of 100 nM tunicamycin response; reporter increase, % at 12.5 µM; 0.23% of 360,000 active; AID 588692;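 active means mean luciferase reporter signal, scaled so untreated is 0 and the glycosylation-blocking control 100, at or above a set limit in every replicate; inconclusive means mean reaches the limit but not every replicate does; inactive means mean below the limit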;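 further: luciferase carries N-glycosylation sites so blocking glycosylation raises the light; 0% = median of neutral control wells and 100% = median of 100 nM tunicamycin wells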
Cardio protect: modulators protecting cardiomyocytes from myocardial damage | 0.63% of 360,000 active | protection from H2O2 cell death, % at 20 µM | H9c2 cardiomyocytes, H2O2 injury protection, ATPLite, 2 h;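 active means compounds giving at least 50% protection of heart cells from peroxide-induced death in the single-dose screen, raw or plate-pattern-corrected value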;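 further: 0% = DMSO wells with peroxide and 100% = DMSO wells without peroxide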
PDI turbidity: blocks human protein disulfide isomerase activity; inhibition, % at 10 µM; PDI insulin aggregation turbidity, A650, 90 min; 0.052% of 350,000 active;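 active means mean inhibition across replicates of 30% or more, whatever share of single replicates reach that level; inconclusive means mean inhibition below 30% while every single replicate reaches 30%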;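 further: absorbance from insulin aggregation driven by PDI reduction with DTT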
Target sequence (P07237 whole entry, looked up): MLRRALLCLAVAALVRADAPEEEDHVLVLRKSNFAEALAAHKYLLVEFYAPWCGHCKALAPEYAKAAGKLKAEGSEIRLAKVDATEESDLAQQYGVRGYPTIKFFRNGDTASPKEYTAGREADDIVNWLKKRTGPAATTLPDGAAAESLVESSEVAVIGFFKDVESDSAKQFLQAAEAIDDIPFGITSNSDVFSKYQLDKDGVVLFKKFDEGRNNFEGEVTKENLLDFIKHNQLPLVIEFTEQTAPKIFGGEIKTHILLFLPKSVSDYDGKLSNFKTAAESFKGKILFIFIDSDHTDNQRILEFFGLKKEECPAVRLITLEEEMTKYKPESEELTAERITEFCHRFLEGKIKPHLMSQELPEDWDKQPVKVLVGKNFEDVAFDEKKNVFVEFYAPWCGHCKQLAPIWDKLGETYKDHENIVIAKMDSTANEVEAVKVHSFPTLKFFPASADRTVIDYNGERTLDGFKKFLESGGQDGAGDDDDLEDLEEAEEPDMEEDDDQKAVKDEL
Exocytosis inh: lytic granule exocytosis inhibition; TALL-104 LAMP-1 surface exposure, flow cytometry; cells stimulated with thapsigargin and PMA; inhibition, % at 10 µM; 0.66% of 360,000 active;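 active means inhibition above about 55%, limit read from the data; inconclusive means no clear call, values can overlap the other calls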
hiPSC survival: enhancers of human iPSC single-cell survival | survival enhancement, % at 20 µM | 0.044% of 360,000 active | hiPSC single-cell survival, ATPlite luminescence; 100% = ROCK inhibitor wells, 0% = DMSO | AID 602274; in the data active means survival enhancement above about 18%;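 further: cells exposed to compounds for 16 hours before the ATP read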
m5-HT2A agonist: mouse HTR2A agonism via beta-arrestin recruitment; CHO-K1 mHTR2A beta-arrestin complementation, luminescence; percent of 30 µM serotonin response; activation, % at 7.6 µM; 0.66% of 360,000 active; AID 624169;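 active means activation above a run cutoff, the mean activation of all tested compounds plus 3 SD, cut at about 14% in these data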;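 further: 0% = plate median of compound wells and 100% = 30 µM serotonin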
Target sequence (P35363 whole entry, looked up): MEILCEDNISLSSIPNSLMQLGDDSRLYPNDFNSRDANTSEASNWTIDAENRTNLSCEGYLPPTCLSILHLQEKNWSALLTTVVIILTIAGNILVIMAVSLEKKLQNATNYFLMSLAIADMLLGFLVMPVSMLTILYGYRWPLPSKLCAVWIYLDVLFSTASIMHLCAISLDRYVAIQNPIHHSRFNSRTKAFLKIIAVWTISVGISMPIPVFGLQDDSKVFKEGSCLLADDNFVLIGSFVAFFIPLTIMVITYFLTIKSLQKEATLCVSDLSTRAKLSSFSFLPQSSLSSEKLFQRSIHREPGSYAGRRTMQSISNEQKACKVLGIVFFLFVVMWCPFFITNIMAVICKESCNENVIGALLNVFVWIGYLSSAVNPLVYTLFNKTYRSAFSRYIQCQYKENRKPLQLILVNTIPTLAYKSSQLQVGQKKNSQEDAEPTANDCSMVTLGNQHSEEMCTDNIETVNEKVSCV
aDG glyco act: alpha-DG glycosylation activation; Pro5-aDG cells, alpha-DG glycosylation AlphaScreen (IIH6); 0% Pro5, 100% B10-LARGE cell signal; activation, % at 10 µM; 0.22% of 360,000 active;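 active means activation of at least 8% versus controls, or a plate z-score of at least 8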;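 further: Pro5 are CHO cells carrying HIG-tagged alpha-DG that lacks glycosylation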
CaV13 FRET inh: Primary screen for inhibitors of IQ motif and Ca2+-dependent inactivation inhibitor domain binding in CACNA1D, Förster resonance energy transfer in living cells, … | AID 743397 | inhibition, % at 12.3 µM | HEK cells, CFP/YFP FRET ICDI-IQ, plate reader, 10 min; percent FRET-ratio fall versus neutral wells | 0.098% of 340,000 active;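 active means mean replicate inhibition of at least 30% and at least 1% of replicates passing that level; inconclusive means only one of the two criteria is met; inactive means neither criterion is met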;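 further: 0% = median of the neutral control wells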
The depositor's hits bear a star; ? = inconclusive; . = not tested or not shown. An unsorted share of the library; any-hit rate near 3.1%.

The opening eight entries as a preview:
No.	Molecule	Vif inh	ABCB6 inh 2	Glyco luc inh	Cardio protect	PDI turbidity
1	Cc1cc(Cl)c(S(=O)(=O)NCc2cccnc2)cc1OCC(N)=O	-2	93	2	-2	11
2	CCOC(=O)N1CCN(C(=O)CSc2nc3c(c(=O)n2-c2ccccc2OC)SCC3)CC1	-6	97	-2	37	14
3	CCCCNC(=O)C1C2C=CC3(CN(Cc4ccccc4Cl)C(=O)C13)O2 (stereo not given)	0	90	0	3	0
4	CCOC(=O)/C(C#N)=C/c1cc2ccc(C)cc2nc1Cl	-2	99	9	6	-3
5	COc1ccc(Cc2c(N)nc(C)nc2N)cc1	2	109	1	-2	-6
6	Cc1cccc(NC2SC(=O)NC2=O)c1 (stereo not given)	-1	95	0	-6	4
7	Nc1ccc2sc(N)nc2c1	2	91	3	4	-2
8	CCOC(=O)c1c(NC(=O)C2c3ccccc3Oc3ccccc32)sc(C(=O)N(CC)CC)c1C	6	103	-3	-14	3

No.	Exocytosis inh	hiPSC survival	m5-HT2A agonist	aDG glyco act	CaV13 FRET inh
1	2	4.1	8	-0.1	1
2	0	0.0	2	0.0	-7
3	-5	-0.5	-7	-0.1	-4
4	7	0.5	-4	0.1	-4
5	-8	2.1	-1	0.0	3
6	-1	0.5	4	0.0	-3
7	-3	-1.4	-1	0.0	?
8	2	-2.1	-5	1.4	.

The whole of this part, from the start:
No.	Molecule	Vif inh	ABCB6 inh 2	Glyco luc inh	Cardio protect	PDI turbidity
1	Cc1cc(Cl)c(S(=O)(=O)NCc2cccnc2)cc1OCC(N)=O	-2	93	2	-2	11
2	CCOC(=O)N1CCN(C(=O)CSc2nc3c(c(=O)n2-c2ccccc2OC)SCC3)CC1	-6	97	-2	37	14
3	CCCCNC(=O)C1C2C=CC3(CN(Cc4ccccc4Cl)C(=O)C13)O2 (stereo not given)	0	90	0	3	0
4	CCOC(=O)/C(C#N)=C/c1cc2ccc(C)cc2nc1Cl	-2	99	9	6	-3
5	COc1ccc(Cc2c(N)nc(C)nc2N)cc1	2	109	1	-2	-6
6	Cc1cccc(NC2SC(=O)NC2=O)c1 (stereo not given)	-1	95	0	-6	4
7	Nc1ccc2sc(N)nc2c1	2	91	3	4	-2
8	CCOC(=O)c1c(NC(=O)C2c3ccccc3Oc3ccccc32)sc(C(=O)N(CC)CC)c1C	6	103	-3	-14	3
9	CSc1ncc(Cl)c(C(=O)NCc2ccc3c(c2)OCO3)n1	-7	109	-2	-5	-5
10	COc1ccc(-c2noc(C3CCCN(C(=O)c4ccccc4C)C3)n2)cc1 (stereo not given)	-24	94	-5	-14	-12

No.	Exocytosis inh	hiPSC survival	m5-HT2A agonist	aDG glyco act	CaV13 FRET inh
1	2	4.1	8	-0.1	1
2	0	0.0	2	0.0	-7
3	-5	-0.5	-7	-0.1	-4
4	7	0.5	-4	0.1	-4
5	-8	2.1	-1	0.0	3
6	-1	0.5	4	0.0	-3
7	-3	-1.4	-1	0.0	?
8	2	-2.1	-5	1.4	.
9	-1	0.2	-3	-0.2	0
10	2	-0.8	3	0.2	-2

Continuation:
No.	Molecule	Vif inh	ABCB6 inh 2	Glyco luc inh	Cardio protect	PDI turbidity
11	O=C(NN1CCCCC1)c1ccc(COc2ccc(Cl)cc2)cc1	3	93	0	-7	6
12	COc1cc2c(cc1OC)CN(CC(=O)Nc1cccc(C(F)(F)F)c1)CC2	2	91	1	-2	4
13	C=CCn1c(N2CCCCCC2)nc2c1c(=O)n(C)c(=O)n2C	-1	101	1	0	-9
14	O=C(COC(=O)CCC(=O)c1ccccc1)NCCc1ccccc1	3	101	1	-2	-4
15	COc1ccc(C(=O)N/N=C/c2ccccn2)cc1	3	78	-2	5	13
16	Cc1c(C(=O)OCC(=O)N(CC(C)C)c2c(N)n(Cc3ccccc3)c(=O)[nH]c2=O)oc2ccccc12	1	97	0	-1	1
17	Cn1c2c(c(=O)n(C)c1=O)C(C(F)(F)F)(C(F)(F)F)N=C(C1CCCCC1)N2	4	97	-6	14	-21
18	COc1ccc(NC(=O)C2CCN(S(=O)(=O)c3ccc(Br)s3)CC2)cc1OC	-8	98	3	0	1
19	COc1ccc(-c2nc(-c3cccc(C(F)(F)F)c3)no2)cc1OC	-2	95	3	-2	7
20	CCOc1ccccc1N1CCN(Cc2ccc(OC)c(OC)c2OC)CC1	-3	99	-1	-2	15

No.	Exocytosis inh	hiPSC survival	m5-HT2A agonist	aDG glyco act	CaV13 FRET inh
11	4	-0.7	4	0.6	-5
12	1	0.2	-9	0.2	-19
13	-1	-0.9	1	0.4	.
14	-16	-0.8	5	0.8	-6
15	-2	1.8	-11	-0.1	-12
16	-1	-0.4	9	-0.1	-7
17	-4	1.8	4	-0.3	-4
18	-2	0.8	2	-0.1	-3
19	0	-0.5	9	0.3	-4
20	1	3.5	-1	0.1	-8

(continued)
No.	Molecule	Vif inh	ABCB6 inh 2	Glyco luc inh	Cardio protect	PDI turbidity
21	Cc1c(C(=S)NC(=O)C2CC2)c(=O)n(-c2ccccc2)n1C	0	105	-1	23	1
22	C=COC(=O)CSc1snc(SCC(=O)OC)c1C#N	.	96	-1	-18	-2
23	COc1ccc(-c2csc(NC(=O)COc3ccc(N(C)S(=O)(=O)c4ccc(C)cc4)cc3)n2)cc1	1	91	-4	-11	-8
24	CC(=O)c1ccn(S(=O)(=O)c2ccc(Cl)cc2)c1	-3	101	1	0	-3
25	CCC(=O)Nc1nnc(SCC(=O)NCCc2ccc(OC)c(OC)c2)s1	0	106	0	-4	5
26	Nc1cccc(-c2nc3ccccc3s2)c1	.	99	-10	-19	-10
27	CCc1ccccc1-n1c(SCC(=O)Nc2ccc3c(c2)OCCO3)nc2[nH]ncc2c1=O	-1	96	-6	0	6
28	c1coc(CNc2ncnc3ccccc23)c1	-34	98	-3	-15	-2
29	Cc1ccnc(NC(=O)CCNC(=O)c2ccc(Br)cc2)c1	0	114	4	0	-4
30	COc1cccc(OCCn2cccc2/C=C2/C(=N)N3OC(C)=CC3=NC2=O)c1	2	101	0	6	-3

No.	Exocytosis inh	hiPSC survival	m5-HT2A agonist	aDG glyco act	CaV13 FRET inh
21	-2	2.7	-1	-0.3	2
22	-1	0.4	0	-0.3	-3
23	-2	2.5	0	0.0	-4
24	1	-0.2	-2	-0.1	-5
25	1	-0.6	0	0.0	8
26	-2	-3.5	0	0.0	-5
27	0	-0.5	-3	0.0	-7
28	0	-2.3	0	5.9	.
29	1	0.3	-3	0.0	-12
30	-3	-0.4	7	-0.2	-5

(continued)
No.	Molecule	Vif inh	ABCB6 inh 2	Glyco luc inh	Cardio protect	PDI turbidity
31	COc1cc2c(cc1NC(=O)CN1CCN(S(=O)(=O)c3ccc(F)cc3)CC1)oc1ccccc12	1	103	-2	11	4
32	CC(NC(=O)c1ccccc1NC(=O)CN1CCN(c2ccccc2O)CC1)c1ccccc1 (stereo not given)	-6	98	-4	20	-8
33	COc1cccc(-n2c(Cc3cc(=O)[nH]c(=O)[nH]3)nnc2SC(C)C)c1	5	106	1	-2	-3
34	NC(=O)CS(=O)(=O)c1nc2ccccc2n1Cc1ccccc1F	1	94	-3	0	-5
35	COc1ccc(NC(=O)/C(Cl)=C(/Cl)S(=O)Cc2ccc(C)cc2)cn1 (stereo not given)	-15	19*	-16	-33	-14
36	CCc1c(C)sc(NC(=S)N2CCN(C(=O)C3CCCO3)CC2)c1C(=O)OC (stereo not given)	-10	94	5	-4	2
37	CCN(CC(=O)Nc1c(F)cccc1F)C(=O)C1CC1	2	94	3	4	12
38	COc1ccc(S(=O)(=O)N2CCC(C(=O)NCc3ccc(C)cc3)CC2)cc1	18	100	2	-6	10
39	CCN1C(=O)[C@H]2[C@@H](c3ccc(C)cc3)N3C(=O)N(c4ccc(OC)cc4)C(=O)[C@@]3(Cc3ccc(Cl)cc3)[C@H]2C1=O	1	101	1	0	-2
40	COCCNC(=O)Cn1nc(-c2ccccc2)c2ccccc2c1=O	-19	101	1	7	8

No.	Exocytosis inh	hiPSC survival	m5-HT2A agonist	aDG glyco act	CaV13 FRET inh
31	4	2.9	6	0.5	.
32	-5	0.3	13	-0.2	-2
33	2	-1.3	-1	-0.2	-35
34	-1	4.0	-2	-0.1	.
35	103*	0.7	-6	-0.6	.
36	29	-0.5	3	0.2	-6
37	24	-1.9	2	-0.1	-7
38	3	0.4	3	0.1	-3
39	1	-1.6	-3	0.1	-5
40	2	0.2	5	0.1	-18

Additional compounds
No.	Molecule	Vif inh	ABCB6 inh 2	Glyco luc inh	Cardio protect	PDI turbidity
41	CCCc1cc(NCCCCO)n2c(nc3ccccc32)c1C#N	-14	100	-3	11	-9
42	Cc1cc(C)c(S(=O)(=O)N2CCN(c3ccc([N+](=O)[O-])c(NCc4ccco4)c3)CC2)c(C)c1	10	94	-2	2	-4
43	O=C(N/N=C(\c1ccccc1)c1cccnc1)C(O)(c1ccccc1)c1ccccc1	2	84	-1	7	-1
44	CCN(CC)S(=O)(=O)c1cc(NC(=O)COC(=O)c2sc3ccccc3c2Cl)ccc1C	1	97	5	-1	7
45	COc1ccc(NC(=O)Cc2nnc(SCC(=O)NC3=NCCS3)n2C)cc1	10	97	0	1	-6
46	CN(CC(=O)Nc1ccccc1N1CCOCC1)S(=O)(=O)c1ccc(F)cc1	24	97	-1	-6	-4
47	Cc1cc(C)c(S(=O)(=O)N2CCCCC2CCNC(=O)C(=O)NCc2ccccn2)c(C)c1 (stereo not given)	-6	99	-4	-2	11
48	CC(=O)c1cccc(NC(=O)C2Cc3c(-c4ccccc4)ccnc3O2)c1 (stereo not given)	-25	97	-2	-7	1
49	CC[C@H](C)[C@H](NC(N)=O)C(=O)NCCc1ccc(OC)cc1	-3	96	1	8	-1
50	CSc1nc2ccc(NC(=O)c3ccc(F)c(F)c3)cc2s1	1	91	1	-7	1

No.	Exocytosis inh	hiPSC survival	m5-HT2A agonist	aDG glyco act	CaV13 FRET inh
41	0	1.5	4	-0.3	-3
42	-4	-0.6	-1	0.0	-8
43	2	-0.2	-4	-0.3	.
44	7	-2.2	4	-0.2	-5
45	3	-0.6	-2	0.0	-2
46	2	-2.0	-3	0.2	-4
47	1	-0.4	-4	0.3	-5
48	-4	0.8	2	1.0	-7
49	11	0.0	4	0.0	-5
50	4	-1.1	-5	-0.3	-4

Next section.
No.	Molecule	Vif inh	ABCB6 inh 2	Glyco luc inh	Cardio protect	PDI turbidity
51	Cn1cnc2c(=O)[nH]cc([N+](=O)[O-])c21	1	99	0	0	1
52	Cc1cc(N2C(=O)C3C4C=CC(C4)C3C2=O)ccc1NC(=O)c1cccs1 (stereo not given)	12	99	0	1	4
53	O=C(CCC(=O)N1CCOc2ccccc21)NC1CCCCCC1	0	93	0	19	.
54	CCn1ccnc1CN(C)Cc1cn(-c2cccc(C)c2)nc1-c1cccc(F)c1	-6	96	-5	7	8

No.	Exocytosis inh	hiPSC survival	m5-HT2A agonist	aDG glyco act	CaV13 FRET inh
51	2	-0.7	-3	0.0	-4
52	-1	0.5	-2	0.3	-6
53	0	1.7	1	0.6	-6
54	11	0.0	-6	0.1	13
